High-throughput results from PubChem BioAssay.
SNCA viab count: counter-screen for SNCA expression inhibitors: cell viability; HEK-293-SNCA-luc viability, GF-AFC fluorescence, 24 h; Potency, µM (top dose mostly 57.1 µM), for the others: at the highest dose activity change, negative = cytotoxicity, most hits filed as cytotoxic; 0.12% of 150,000 active;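 also: potency is read from the fitted curve at half-maximal effect; 0% = DMSO-treated cells and -100% = medium-only wells without cells; nearly all actives have a fitted effect of over 30% in size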
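Cytotoxicity counterscreen: after 24 h compound treatment of genome-edited SNCA-luciferase HEK-293 cells, live-cell protease substrate GF-AFC read by fluorescence after 30 min; activity scaled between DMSO (0%) and medium-only (-100%), curves Hill-fitted.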
SNCA expr inhib: inhibitors of alpha-synuclein (SNCA) gene expression; AID 1671194; Potency, µM (series often up to 57.2 µM), inactives show at the highest dose activity change, negative = inhibition, usual class: inhibitors; 0.17% of 140,000 active; HEK-293 SNCA-luciferase knock-in, luminescence, 24 h;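 also: potency is read from the fitted curve at half-maximal effect; plate controls were DMSO cells for no effect and cell-free wells for full effect; nearly all actives have a fitted effect of over 45% in size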
IP6K1 inhibitor: inhibitors of human IP6K1. Q92551. IP6K1 kinase, ADP-Glo luminescence, 2 h; stronger effect = lower value. activity change, % (series mostly up to about 58 µM). 0.81% of 140,000 active. AID 1645851; in the data active = activity change below about -25%
Target sequence (Q92551 whole entry, looked up): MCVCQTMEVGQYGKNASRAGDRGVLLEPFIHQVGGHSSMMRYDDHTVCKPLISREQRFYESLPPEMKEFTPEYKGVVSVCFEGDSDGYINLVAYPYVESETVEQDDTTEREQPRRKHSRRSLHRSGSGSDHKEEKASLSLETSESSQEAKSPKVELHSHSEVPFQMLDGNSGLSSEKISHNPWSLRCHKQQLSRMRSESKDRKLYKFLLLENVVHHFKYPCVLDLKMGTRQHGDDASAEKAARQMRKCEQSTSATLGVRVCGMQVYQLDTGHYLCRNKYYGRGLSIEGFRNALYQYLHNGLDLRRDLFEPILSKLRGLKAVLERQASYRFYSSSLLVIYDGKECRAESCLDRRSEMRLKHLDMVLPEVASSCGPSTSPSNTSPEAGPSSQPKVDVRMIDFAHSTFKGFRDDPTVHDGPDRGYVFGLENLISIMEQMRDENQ
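ADP-Glo luminescence measures ADP made by human IP6K1 during a 2 h RT reaction with ATP/IP6 (mix at 1.3 mM/130 uM); top library doses 57.5 and 19.1 uM final.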
GPT2 inhibitor: blocks human glutamate pyruvate transaminase 2 | 0.25% of 100,000 active | Potency, µM (top dose mostly 57.7 µM), inactives show at the highest dose activity change, negative = inhibition, hits mostly inhibitors | Q8TD30 | Recombinant GPT2, coupled pyruvate oxidase/HRP Amplex Red fluorescence; also: potency is read from the fitted curve at half-maximal effect; nearly all actives have a fitted effect of over 60% in size; many of its hits are not listed in these tables
Target sequence (Q8TD30 whole entry, looked up): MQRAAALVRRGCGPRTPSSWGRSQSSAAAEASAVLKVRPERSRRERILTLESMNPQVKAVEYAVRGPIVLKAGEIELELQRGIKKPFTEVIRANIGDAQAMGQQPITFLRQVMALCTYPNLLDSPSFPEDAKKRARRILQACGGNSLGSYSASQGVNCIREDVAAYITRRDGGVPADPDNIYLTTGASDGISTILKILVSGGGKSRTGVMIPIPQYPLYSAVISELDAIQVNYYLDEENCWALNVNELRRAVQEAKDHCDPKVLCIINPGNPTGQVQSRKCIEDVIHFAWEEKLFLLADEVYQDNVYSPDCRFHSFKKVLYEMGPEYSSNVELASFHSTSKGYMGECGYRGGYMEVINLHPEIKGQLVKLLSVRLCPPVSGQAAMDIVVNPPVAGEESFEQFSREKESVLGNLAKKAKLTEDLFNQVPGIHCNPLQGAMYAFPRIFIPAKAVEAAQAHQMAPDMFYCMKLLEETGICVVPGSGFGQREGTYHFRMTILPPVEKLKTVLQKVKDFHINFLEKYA
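Recombinant GPT2 (10ng/uL) with 250uM a-KG and 2mM L-alanine, 30 min at room temperature, in HEPES pH 7.5 buffer. Pyruvate detected by pyruvate oxidase/HRP/Amplex Red fluorescence after 30 min in the dark; AOA (50uM) as positive control.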
HEK293 tox: kills HEK 293 cells; HEK 293 viability, ATP luminescence (CellTiter-Glo), 48-72 h; Potency, µM (titrated, usually from 115 µM), for inactives: at the highest dose activity change, negative = cytotoxicity, usual class: inhibitors; 6.6% of 94,000 active; also: potency is read from the fitted curve at half-maximal effect; nearly all actives have a fitted effect of over 60% in size
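250 HEK 293 cells/well; compound by pintool; incubated 48 or 72 hr at 37 degree Celsius; CellTiter-Glo added, 10 min RT, luminescence imaged.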
NIH3T3 tox: kills NIH 3T3 cells; NIH 3T3 viability, CellTiter-Glo ATP luminescence, 48-72 h; Potency, µM (series often up to 96.7 µM), for the others: at the top dose activity change, negative = cytotoxicity, actives largely listed as inhibitors; 4.3% of 94,000 active; also: potency is read from the fitted curve at half-maximal effect; nearly all actives have a fitted effect of over 55% in size
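ATP-dependent luminescence (CellTiter-Glo) served as the viability signal for NIH 3T3 cells treated with compound for 48 or 72 hr at 37 °C.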
FLuc inh: inhibitors of firefly (Photinus pyralis) luciferase; purified P. pyralis luciferase, luminescence, biochemical; Potency, µM (titrated, usually from 115 µM), for inactives: at the top dose activity change, negative = inhibition, usual class: inhibitors; P08659; 2.5% of 76,000 active; AID 1347043; also: potency is read from the fitted curve at half-maximal effect; nearly all actives have a fitted effect of over 65% in size
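Luminescence read by CCD imager after adding enzyme (10nM final) to wells holding compound, titrated in qHTS. Substrates 10uM each D-luciferin and ATP; buffer 50mM Tris acetate pH 7.5, 10mM Mg acetate, Tween-20, BSA.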
The depositor's hits bear a star; i = inactive; ? = inconclusive; / = not tested or not shown; [ ] = another dose, or the depositor's remark. Unless noted, calls follow the shape of the dose curve; as a rule, active = well fitted curve in the direction sought with a large enough effect; inconclusive = small, poorly fitted or top-dose-only effect, or another doubt; inactive = no such curve, though single readings can be large; an effect the other way counts as inactive or inconclusive. Unless noted, % is scaled to controls: 0 for no effect and ±100 for the full control effect. An excerpt; rates above refer to the full screens.

SMILES	SNCA viab count	SNCA expr inhib	IP6K1 inhibitor	GPT2 inhibitor	HEK293 tox	NIH3T3 tox	FLuc inh
COc1ccc(C(=O)N2CCCCCCNC(=O)[C@@H]3CCCC[C@@H]32)cc1F	-8.3%	-3.6%	2.6	2.3%	?	-10.4%	24.8%
N#Cc1ccc(CN2CCc3nc(C(=O)NCc4cccc(F)c4)oc3CC2)cc1	-1.4%[87.6 µM]	-12.3%[87.6 µM]	2.8	0.5%[88.5 µM]	?	?	-5.1%[172 µM]
O=C(CC[C@@H]1CNC(=O)[C@@H]2C[C@H](NS(=O)(=O)c3ccc(F)cc3)CN12)NCc1ccccc1	1.9%	-19.3%	-9.7	?	-2.0%	?	2.2%
O=C(Cn1cccc1-c1nc(-c2ccc3c(c2)OCO3)no1)NCCc1ccccc1	10.6%	-7.1%	-7.7	?	-15.7%	-10.8%	0.0%
Cc1cccc(C(=O)OCc2cc(=O)n3ccsc3n2)c1	-1.6%	106.1%[activator]	15.7	/	/	/	/
O=c1c(O)c(-c2ccc(O)c(O)c2)oc2cc(O)ccc12	18.3%	20.3%	/	?	/	/	/
c1ccc(-c2ccc3ncc(Nc4cnccn4)n3n2)cc1	8.7%[87.6 µM]	1.1%[87.6 µM]	-14.5	i	?	?	6.5%[230 µM]
O=C(NCCC1CCN(C(=O)Nc2cccc(F)c2)CC1)c1cc(F)ccc1F	17.7%	36.4%[activator]	1.6	i	-18.7%	?	0.0%
CCn1c(C2CCCN(C(=O)c3sc(C(C)C)nc3C)C2)nn(C)c1=O (configuration not stated)	-0.2%	0.0%	6.5	i	-10.4%	?	-0.4%
Cc1ccc(N(CC(=O)N2CCN(c3ccc(Cl)cc3)CC2)S(=O)(=O)c2c(C)nn(C)c2C)cc1	6.5%	10.5%	-11.1	/	/	/	/
COCCOc1ncccc1-c1noc([C@@H]2CCCN2C2CCN(C(C)=O)CC2)n1	2.0%[87.6 µM]	3.7%[87.6 µM]	8.8	?	-3.9%[172 µM]	-1.8%[174 µM]	-1.6%[172 µM]
Cc1ccc(N2CCN(C(=O)c3cc(C(F)(F)F)nn3C)CC2=O)cc1	?	-13.5%	-3.2	1.9%	4.3%	3.4%	9.3%
CCN(CC)C(=O)c1sc2c(c1C)c(=O)n(-c1ccc(Cl)c(Cl)c1)c(=O)n2Cc1cc(=O)n2c(C)cccc2n1	3.7%	-9.0%	-4.2	/	/	/	/
COc1cc(OC)cc(-c2onc(C)c2C(=O)NCc2ccccc2)c1	-8.3%	8.8%	-6.0	1.5%	?	-28.6%	-8.2%
O=C(c1ccccc1Cl)N1CCC(c2nn(-c3ccc(Cl)cc3)c(=O)[nH]2)CC1	3.1%	-8.4%	3.5	-0.9%	?	?	2.3%
CCOCc1nc(C2CCCN(C(=O)c3cccc(OC)c3)C2)no1 (configuration not stated)	3.1%[12.5 µM]	-20.3%	22.2	-4.8%	-6.8%	-6.7%	-2.1%
Cc1ncc(CO)c(CN2CCC3(Cc4ccccc4CNC3=O)C2)c1O (configuration not stated)	-4.5%	-9.3%	0.4	3.6%	-9.4%	-13.8%	/
CN1CCC(NC[C@H]2O[C@H](Cc3cc(-c4ccccc4)on3)CC[C@@H]2O)CC1	-0.7%[87.6 µM]	72.4%[activator][87.6 µM]	-2.4	-7.0%[88.5 µM]	?	?	-16.2%[172 µM]
O=C(NCc1ccccc1Cl)c1ccc2nnc(-c3ccoc3)n2c1	-0.4%[87.6 µM]	1.8%[87.6 µM]	-5.9	-7.0%[88.5 µM]	112µM*	?	/
Cc1ccccc1OCC(=O)Nc1nnc(S(=O)(=O)N2CCCC2)s1	12.8%	2.0%	20.4	/	/	/	/
O=C(Nc1ccc(Cl)cc1Cl)c1cc(S(=O)(=O)N2CCc3ccccc32)ccc1F	1.5%	25.7%	23.4	/	/	/	/
C/C=C(\C)C(=O)O[C@H]1C=CC(=O)O[C@H]1/C=C/[C@@H](O)[C@H](C)O	-31.8%	/	7.7	i	/	/	/
O=C1CCCCC(Cc2cccnc2)(C(=O)NCC2CC2)N1 (configuration not stated)	10.2%	1.8%	1.0	-4.5%	-21.5%	-2.8%	-6.3%
CN1CCOc2c(C(=O)NCCc3cnc[nH]3)cc(-c3ccc(N4CCOCC4)cc3)cc21	11.9%	-8.5%	-19.0	4.8%	?	?	?
CCc1ccccc1NC(=O)CSc1nc2c(oc3ccccc32)c(=O)n1-c1ccccc1	-25.9%	6.0%	-4.3	/	/	/	/

Structures listed so far containing a furan ring, fused or not (two):
SMILES	SNCA viab count	SNCA expr inhib	IP6K1 inhibitor	GPT2 inhibitor	HEK293 tox	NIH3T3 tox	FLuc inh
O=C(NCc1ccccc1Cl)c1ccc2nnc(-c3ccoc3)n2c1	-0.4%[87.6 µM]	1.8%[87.6 µM]	-5.9	-7.0%[88.5 µM]	112µM*	?	/
CCc1ccccc1NC(=O)CSc1nc2c(oc3ccccc32)c(=O)n1-c1ccccc1	-25.9%	6.0%	-4.3	/	/	/	/

Returning to the listing with the 2 entries that preceded the break.
SMILES	SNCA viab count	SNCA expr inhib	IP6K1 inhibitor	GPT2 inhibitor	HEK293 tox	NIH3T3 tox	FLuc inh
CN1CCOc2c(C(=O)NCCc3cnc[nH]3)cc(-c3ccc(N4CCOCC4)cc3)cc21	11.9%	-8.5%	-19.0	4.8%	?	?	?
CCc1ccccc1NC(=O)CSc1nc2c(oc3ccccc32)c(=O)n1-c1ccccc1	-25.9%	6.0%	-4.3	/	/	/	/
O=C(c1ccc(N2CC[C@H](O)C2)nc1)N1CCC(Oc2cccnc2)CC1	-1.5%	-23.7%	-3.3	i	-19.4%	-25.0%	-11.8%
COc1cccc(CC(=O)NCc2nnc3ccc(-c4ccc(C)c(C)c4)nn23)c1	6.5%	3.3%	0.3	i	-18.3%	-8.1%	-5.8%
COc1cccc(N2C(=O)NC(=NC3CCCCC3)C23CCN([S+](=O)([O-])c2ccccc2)CC3)c1	2.1%	18.3%	-2.3	-1.7%	-3.0%	i	/
Cc1cccc(CNC(=O)C2CCCN(c3cnc4nc(C)c(C)nc4c3)C2)c1 (configuration not stated)	5.6%	?	6.1	-4.9%	-14.8%	-24.9%	-8.0%
O=C(c1ccc2c(c1)OCO2)N1CCn2c(nnc2-c2ccccc2)C1	-4.6%	-7.3%	12.4	i	-7.9%	-10.2%	0.4%
Cc1cc(C)cc(-c2ccc(CN3CCCC(NC(=O)c4ccccn4)C3)cc2)c1 (configuration not stated)	-10.0%	-29.7%	2.2	-10.1%	?	14.1µM*	/
O=C(c1ccccc1F)N1CCC2(CC(c3cccc(C(F)(F)F)c3)=NO2)C1 (configuration not stated)	-0.2%	29.3%	-5.6	-13.3%	?	-18.3%	/
O=C(c1cscn1)N1CCC2(CC1)CN(c1ccncn1)CC2CO (configuration not stated)	-2.2%	4.2%	5.2	i	-10.7%	-11.9%	-3.2%
Cc1cccc(NC(=O)c2cnc(-c3ccccc3)nc2-c2ccncc2)c1C	-4.0%	-9.6%	10.7	?	-1.0%	-0.3%	8.8%
O=C(Nc1ccc2c(N3CCCCC3)ncnc2c1)c1ccc(F)cc1F	1.4%	1.1%	2.0	-5.4%	15.8µM*	22.4µM*	?
Cc1ccc(OCC(=O)NCC2(N(C)C)CCCCC2)cc1C	-0.6%	9.8%	-4.5	/	/	/	/
Cc1ccc(NC(=O)N2CCC(CN3CCCCCC3)CC2)c(Cl)c1	-3.0%	29.6%	22.6	/	/	/	/
CCc1ccc(NC(=O)Cn2c(-c3ccc(Cl)cc3)nc(C)c(CCO)c2=O)cc1	-1.7%	-18.3%	-3.3	i	39.8µM*	44.7µM*	4.3%
CCCCC(=O)NC1CCN(c2cnn(CC3CC3)c(=O)c2)CC1	-11.5%	-24.8%	10.3	?	-5.4%	-8.0%	-9.4%
Cc1cc(Cl)ccc1S(=O)(=O)NCCn1c(C)cnc1C1CCC1	-5.8%	-0.5%	-9.6	i	?	?	0.0%
CC1=C[C@@H](CNC(=O)CCCC(=O)O)[C@H](C(C)C)C[C@H]1Cc1nc2ncccc2[nH]1	-7.0%[87.6 µM]	-19.6%[87.6 µM]	16.1	-4.7%[88.5 µM]	-4.4%[172 µM]	-13.4%[174 µM]	-8.0%[172 µM]
COCCNC(=O)CCc1c(C)n(C)c2cc(-c3cc(OC)c(OC)c(OC)c3)nn2c1=O	0.2%	-2.5%	13.0	/	/	/	/
CNC(=O)C1CCCN(Cc2cccc(-c3cccs3)c2)C1 (configuration not stated)	/	/	13.3	/	100µM*	-28.8%[138 µM]	/
O=C(c1ccccc1OCC1CCCN(Cc2ccncc2F)C1)N1CCCC1 (configuration not stated)	-2.8%	-0.5%	-11.0	-3.2%	4.3%	i	10.7%
Cc1ccc(-n2ncc3c(NC4CCCCC4)ncnc32)cc1C	-1.6%	278.2%[activator]	-3.3	/	/	/	/
CCOc1ccc(NC(=O)Cn2c(=O)c(-c3noc(C)n3)c3n(c2=O)CCCCC3)cc1	4.5%	28.6%	43.5	i	0.5%	4.1%	7.3%
Cc1ccc(F)cc1C(=O)Nc1ccc(C(=O)N2Cc3cccn3Cc3ccccc32)c(Cl)c1	-3.0%	/	10.7	i	/	/	/
CNC(=O)c1cc(C)nc2onc(C3CCCN3C(=O)c3cccnc3)c12 (configuration not stated)	/	/	-1.5	/	i	0.7%	/
CNC(=O)[C@@H]1C[C@H](Oc2ccccc2)CN1C(=O)CCC1CCCC1	?	-5.5%	3.1	4.4%	-5.1%	-14.2%	1.8%
Cc1ccc(C)c(N2CCN(C(=O)Cn3c(=O)c4cccn4c4ccc(F)cc43)CC2)c1	?	4.6%	4.6	/	/	/	/
The list goes on.
SMILES	SNCA viab count	SNCA expr inhib	IP6K1 inhibitor	GPT2 inhibitor	HEK293 tox	NIH3T3 tox	FLuc inh
C[C@@H]1CN(c2c(F)c(N)c3c(=O)c(C(=O)O)cn(C4CC4)c3c2F)C[C@H](C)N1	?	29.1%[17 µM]	16.0	i	/	/	/
COC[C@@H]1CN(C(=O)c2cccn2C)C[C@H]1c1nc(C2CC2)no1	-1.7%	-3.4%	-3.0	i	i	i	-8.5%
COc1ccc(C(=O)N2CC(CNC(=O)N3CCCC3)C3(CCOCC3)C2)cc1F (configuration not stated)	-10.3%	-11.9%	9.1	0.2%	i	-9.6%	/
Cc1oc(=O)oc1COC(=O)[C@@H]1N2C(=O)[C@@H](NC(=O)[C@H](N)c3ccccc3)[C@H]2SC1(C)C	-24.4%[23.9 µM]	-25.9%[25.6 µM]	-0.1	1.0%	/	/	/
O=C(NCc1ccccc1Cl)C1CCCN(Cc2cccc(-c3cccs3)c2)C1 (configuration not stated)	/	/	10.9	/	?	?	/
Cc1noc(C)c1-c1cc2cc(C(C)C)oc2c(NCc2cccnc2)n1	-22.0%[87.6 µM]	-2.6%[87.6 µM]	-6.5	-24.4%[88.5 µM]	?	?	-1.8%[172 µM]
O=C(CCc1ccnc(N2CCOCC2)c1)N1CCCN(c2ncccn2)CC1	9.3%	-28.3%	-9.4	3.2%	-0.4%	-1.6%	6.9%
